Apaf1 inhib = human Apaf-1 inhibition; O14727; reconstituted apoptosome caspase-3 activity, DEVD-Rh110 fluorescence; inhibition, % at 20 µM; 330,000 tested, 0.71% active; AID 489030; active means inhibition of at least 40% at 20 µM;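 further: plate controls were DMSO wells for no effect and DEVD-CHO caspase inhibitor wells for full effect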
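Material: cell-free apoptosome with Apaf-1, procaspase-3 and caspase-9; Buffer or medium: Hepes pH 7.5 with detergent and BSA; Reagent: cytochrome c trigger plus (Z-DEVD)2-Rh110 caspase-3 substrate; Times: compound with Apaf-1, dATP, procaspase-3 30 min, then 50 min reaction, room temperature; Technique: Rh110 fluorescence intensity.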
697 NFkB inh = lowers PMA/ionomycin-induced NF-kB signal in 697 B cells. 697 B-cell NF-kB luciferase reporter, 16 h. inhibition, % at 4 µM. 330,000 tested, 0.33% active. AID 435022; in the data active means inhibition above about 35%
Gli-Sufu block = Gli-Sufu pathway antagonism; 340,000 tested, 0.74% active; Sufu-KO-LIGHT fibroblasts, Gli luciferase reporter luminescence; inhibition, % at 5 µM;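 active means inhibition above about 55%, limit read from the data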;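 further: 0% = DMSO-treated cells and 100% = wells with medium but no cells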
CCR6 antagonist = antagonists of human CCR6 receptor; 340,000 tested, 0.49% active; AID 493098; inhibition, % at 20 µM; CHO-K1 CCR6 PathHunter beta-arrestin, luminescence, CCL20-stimulated;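 active means compounds whose inhibition of the agonist-driven luminescence signal at 20 µM reaches about 50%, limit read from the data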;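 further: cells stimulated with CCL20 at 14 nM final; plate controls were DMSO with CCL20 for no effect and DMSO without agonist for full effect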
Target sequence (P51684 whole entry, looked up): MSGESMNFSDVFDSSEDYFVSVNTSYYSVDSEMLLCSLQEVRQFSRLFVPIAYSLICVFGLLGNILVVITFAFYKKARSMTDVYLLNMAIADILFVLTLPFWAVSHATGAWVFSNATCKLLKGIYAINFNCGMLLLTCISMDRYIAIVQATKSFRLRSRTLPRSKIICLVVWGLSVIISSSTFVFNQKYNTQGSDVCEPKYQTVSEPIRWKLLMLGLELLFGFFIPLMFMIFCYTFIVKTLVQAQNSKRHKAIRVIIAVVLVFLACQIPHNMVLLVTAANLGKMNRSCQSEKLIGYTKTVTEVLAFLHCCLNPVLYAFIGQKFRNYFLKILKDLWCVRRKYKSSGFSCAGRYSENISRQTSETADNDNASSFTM
SENP8 block = inhibitors of human SENP8 protease. inhibition, % at 10 µM. purified SENP8, Z-RLRGG-aminoluciferin cleavage, luminescence. 330,000 tested, 1.2% active. Q96LD8
Target sequence (Q96LD8 whole entry, looked up): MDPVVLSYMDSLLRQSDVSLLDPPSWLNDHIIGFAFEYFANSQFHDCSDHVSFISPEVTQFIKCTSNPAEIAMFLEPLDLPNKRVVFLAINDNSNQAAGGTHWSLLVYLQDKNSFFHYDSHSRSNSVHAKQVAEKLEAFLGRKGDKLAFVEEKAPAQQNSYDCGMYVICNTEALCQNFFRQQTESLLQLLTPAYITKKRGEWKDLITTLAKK
EBI2 block = EBI2 (human) antagonism; AID 651636; EBI2 beta-arrestin recruitment, luminescence, 7a,25-OHC stimulated; 360,000 tested, 0.81% active; P32249; inhibition, % at 5 µM; in the data active means inhibition above about 38%;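 further: enzyme fragment complementation signal reports receptor beta-arrestin coupling in cells; 0% = agonist plus DMSO wells and 100% = wells without agonist; some results beyond the cut were filed as inactive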
Jurkat NFkB inh = lowers PMA/ionomycin-induced NF-kB signal in Jurkat cells; PMA/ionomycin-induced NF-kB luciferase reporter, luminescence; inhibition, % at 4 µM; 330,000 tested, 0.53% active; AID 435003
UBC13 inh = human UBC13 polyubiquitination inhibition; P61088; UBC13 polyubiquitin chain formation, TR-FRET; inhibition, % at 20 µM; 330,000 tested, 0.47% active; AID 485273; in the data active means inhibition above about 45%, passing the limit was not always enough
Target sequence (P61088 whole entry, looked up): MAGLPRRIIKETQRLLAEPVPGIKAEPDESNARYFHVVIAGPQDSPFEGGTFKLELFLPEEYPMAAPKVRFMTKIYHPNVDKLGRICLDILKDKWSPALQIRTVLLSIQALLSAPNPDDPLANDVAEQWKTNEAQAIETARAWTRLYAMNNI
Active calls of the source: *; x = no result given. Unless noted, no stated cut-off is given here; in the data, active means inhibition above about 50%; inactive means the rest. Only part of the results is shown, so the mix of outcomes need not match the whole.

compound	CCR6 antagonist	Apaf1 inhib	EBI2 block	UBC13 inh	SENP8 block	Jurkat NFkB inh	Gli-Sufu block	697 NFkB inh
CC(=O)c1cccc(NC(=O)COC(=O)CCc2ccc(S(=O)(=O)N3CCOCC3)cc2)c1	15	-8	4	10	-1	0	11	9
Brc1ccc(/C=C/C=N/Nc2nc3ccccc3s2)cc1	18	-2	-1	10	-13	-47	-42	-42
CN(C)C(=O)CSc1nnc(Cc2ccc3c(c2)OCO3)o1	-10	-5	-2	-4	1	-9	-13	8
Cc1nc(NC(CC(C)C)C(=O)O)c2nc(C)oc2n1 (centres undefined)	-9	-11	-7	-1	4	4	-22	6
COc1cccc(Oc2ccc(N)cn2)c1	1	9	6	0	3	8	-10	-12
CC(Nc1nc(Nc2ccc(F)cc2)nc(SCC(N)=O)n1)c1ccccc1 (centres undefined)	-2	9	8	11	-8	4	-10	-7
Cc1ccc(NC(=O)CN(C)C(=O)COc2ccccc2-c2ccccc2)cc1	10	23	3	6	0	6	3	-15
CCC(C)C(=O)Nc1cc(C(=O)OC)cc(C(=O)OC)c1 (centres undefined)	8	-2	3	2	-2	-4	5	18
COc1ccc(-n2c(Cn3nnc4ccccc43)n[nH]c2=S)cc1	6	-1	-12	-2	-1	1	-23	-3
COc1cc(NC(=O)c2ccc(Br)cc2)c(OC)cc1NC(=O)c1ccccc1	5	-1	27	11	-5	8	21	-15
NC(=O)C1(N2CCCCC2)CCN(C(=O)CSc2nc(C(F)(F)F)cc(=O)[nH]2)CC1	1	3	-5	-2	-14	4	3	5
CCOC(=O)CNC(=O)/C(=C\c1ccc(F)cc1)NC(=O)c1ccccc1	11	8	1	-6	-8	-4	2	-3
COc1ccc(Nc2ncnc3c2cnn3-c2cccc(C)c2)cc1OC	-2	17	11	10	-3	6	-18	-14
O=C(NCc1csc(-c2cccs2)n1)c1ccccc1	10	-7	2	2	-9	-18	-7	-40
COc1ccc(OC)c(NC(=O)C2CCN(c3nc(C)cc(C)n3)CC2)c1	5	15	9	-3	9	6	5	-1
CCOC(=O)c1c(C)n(C)c2ccc(O)c(CN3CCC(C)CC3)c12	-4	6	-10	4	-2	7	3	-11
CC1CCN(S(=O)(=O)c2ccc(C(=O)NCc3ccc4c(c3)OCO4)cc2)CC1	7	3	16	2	-11	8	7	5
COc1cc2c(cc1OC)C(CC(=O)O)N(C(=O)CC1CCCC1)CC2 (centres undefined)	2	2	3	2	-2	11	29	0
CCNC(=S)Nc1ccccc1-c1ccccc1	0	1	-4	-1	-1	-2	16	4
O=C(O)CCCn1cc(NC(=O)c2cccc(F)c2)cn1	9	-5	-3	-21	-14	-6	33	9
CC(C)CNC(=O)CSc1nnc(-c2ccccn2)n1Cc1ccccc1	10	7	-8	-5	-3	-9	4	-34
CCOC(=O)c1cnc(COc2ccccc2Cl)[nH]c1=O	-10	-10	-2	2	-11	7	3	-7
Cn1cc([N+](=O)[O-])c(C(=O)Nc2nc(-c3ccc(Cl)cc3)cs2)n1	-9	10	20	-5	-4	7	4	4
NC(=O)c1ccc(OCC(=O)N2CCNC2=O)cc1	3	-7	-2	2	10	15	8	3
Fc1ccc(CCNC(=S)Nc2ccc(F)c(Cl)c2)cc1	12	2	14	7	1	-2	-6	-3
COn1c(C)c(C(C)=O)c2c3no[n+]([O-])c3ccc21	26	-1	-5	-2	7	8	10	12
CCN1CCN(C(=O)CS(=O)Cc2nc(-c3cccc(C)c3)oc2C)CC1 (centres undefined)	7	-21	-7	-2	-3	-10	-49	-2
O=C(Nc1ccccc1)Nc1cc(S(=O)(=O)N2CCOCC2)ccc1N1CCCC1	9	-6	-6	1	4	6	0	2
Cc1cc(C)nc(/N=C(\N)Nc2cc([N+](=O)[O-])ccc2C)n1	-5	-2	-12	-14	-7	-14	0	-17
O=C(O)C1CC1C(=O)Nc1cc(F)ccc1F (centres undefined)	-2	0	-1	-2	-7	-1	1	8
CCOc1ccc(NC(=O)CCC(=O)NNC(=O)COc2ccccc2C)cc1	14	0	1	9	10	-4	-21	24
COc1cccc(CN2CC(C(=O)NC3CCC(O)CC3)CCC2=O)c1 (centres undefined)	1	0	-3	-1	0	-13	-2	-5
Nc1c(C(=O)Nc2ccc(F)cc2)sc2nc(-c3ccco3)ccc12	6	32	12	6	1	-18	-14	-36
CCOc1ccc(Nc2nc(CC(=O)OC)cc(=O)[nH]2)cc1	-28	2	0	6	0	-2	8	10
Cc1cccc(OCCNC(=O)CCc2ccccc2)c1	5	-13	6	3	-2	-7	-10	5
CCCN1CCC(=NNc2ccc(S(=O)(=O)N(CC)CC)cc2[N+](=O)[O-])CC1	9	-8	-7	-40	2	59*	-5	-12
CCN(CC)C(=O)COC(=O)c1ccc(O)cc1	7	9	-3	-5	-3	-7	-2	-10
O=C(C1=NN[C@@H]2C(=O)N(c3cccc(C(F)(F)F)c3)C(=O)[C@H]12)C(c1ccccc1)c1ccccc1	16	16	5	-2	-6	-7	-6	1
FC(F)(F)c1cnc(Nc2ccc(N3CCOCC3)cc2)c(Cl)c1	-6	23	-4	-2	1	-11	-2	3
COc1ccc(Cc2nc3ccc(C(=O)N(C)C(C)c4nccs4)cc3o2)cc1 (centres undefined)	-3	2	8	-5	2	13	-3	-3
O=C(COC(=O)c1ccc(S(=O)(=O)N2CCCC2)cc1)Nc1ccccc1	1	-1	-3	-6	-9	-4	-8	-5
O=C(c1ccco1)N(Cc1nc2ccccc2c(=O)[nH]1)C1CCCC1	7	7	-1	0	5	-1	-5	8
O=C(Nc1ccccc1)c1ccccc1Oc1ccc(C(F)(F)F)cc1[N+](=O)[O-]	27	24	-1	-7	-1	-14	-3	-33
CCOc1ccc(/C=C(\C#N)C(=O)c2c(C)[nH]c3ccccc23)cc1OC	-6	1	23	-6	-9	6	10	24
O=C(O)C(Cc1cc2ccccc2[nH]1)N1C(=O)C2CC=C(Cl)CC2C1=O (centres undefined)	3	-7	-6	-5	2	1	6	-18
Cc1cnc(C(=O)Nc2ccc(-n3cnnn3)cc2)cn1	10	0	-1	2	-2	-19	-9	12
CCOC(=O)c1cc(-c2ccccc2)nc2nc(N(CC)CC)sc12	14	24	-2	16	3	3	-16	16
O=C(O)CCC(=O)NCc1c(Cl)cccc1Sc1ccc(Cl)cc1	5	-7	1	-6	1	-5	4	-41
N#CC(c1ccc(O)cc1)N1CCOCC1 (centres undefined)	6	-11	-7	1	7	11	3	14
CCC(C)NC(=O)C1CCN(C(=O)c2ccccc2)CC1 (centres undefined)	11	-27	4	4	4	2	7	-7
C/C(=N\NC(=S)Nc1cccc(C)c1)c1ccco1	39	-1	18	6	8	-14	-15	-39
CC(C)CCOP(=O)(c1ccc(N(C)C)cc1)C(O)c1ccc(Cl)cc1Cl (centres undefined)	7	36	3	1	-9	13	15	-7
O=c1oc2ccccc2c2c1SC(C(F)(F)F)C2 (centres undefined)	-14	-2	-5	20	-1	3	-5	1
CC1CCC2(CC1)NC(=O)N(NC(=O)CCc1c[nH]c3ccccc13)C2=O (centres undefined)	-2	8	1	-2	-6	-20	-7	4
COc1c(Cl)ccc(Cl)c1C(=O)NC(=O)N1CCOCC1	6	-5	-13	-6	-5	0	2	17
Cc1ccc(F)cc1NC(=O)CCc1c(C)nn(-c2ccc(N3CCCCC3)nn2)c1C	8	-6	10	1	-1	-33	-25	-36
COc1ccc(CN(C(=O)c2snc(C(N)=O)c2N)C(C(=O)NC2CCCC2)c2ccc(OC)c(OC)c2)cc1 (centres undefined)	11	4	1	4	-5	-5	7	19
O=C(CC(c1ccccc1)c1ccccc1)Nc1ccncc1	-8	-8	4	6	2	7	-7	-13
O=C1CCCc2c1sc1nc3n(c(=O)c21)CCCCC3	5	-3	8	-5	0	-18	-36	-20
CN(c1ccccc1)S(=O)(=O)c1cccc(NC(=O)Cc2ccc(Cl)cc2)c1	14	0	5	8	-2	0	3	4

Single entries from the list:
697 NFkB inh result of CCC(C)NC(=O)C1CCN(C(=O)c2ccccc2)CC1 (centres undefined) reads -7
Apaf1 inhib result of COc1c(Cl)ccc(Cl)c1C(=O)NC(=O)N1CCOCC1 reads -5

New compounds follow.
compound	CCR6 antagonist	Apaf1 inhib	EBI2 block	UBC13 inh	SENP8 block	Jurkat NFkB inh	Gli-Sufu block	697 NFkB inh
c1ccc(Oc2ccc(-c3ccn[nH]3)cc2)cc1	-1	-6	-1	6	-8	-53	-39	-121
COc1ccc(Oc2cccc(Cl)c2CNC(=O)c2ccccc2C(=O)O)cc1	-10	1	-7	-12	-2	1	2	-11
CSc1ccccc1NC(=O)c1ccccn1	12	10	-3	-4	-6	-5	-2	-13
COc1ccc(NC(=O)CN(C)S(=O)(=O)c2ccc(Cl)cc2)cc1Cl	12	13	19	5	0	7	5	12
O=C(c1ccncc1)N1CCN(C(=O)c2cccs2)CC1	1	-6	-2	6	-7	12	5	11
Cc1cccc(CN2CCCC(C(=O)c3ccc4c5c(cccc35)CC4)C2)n1 (centres undefined)	18	-4	11	20	-2	-6	7	-15
O=C(N/N=C/c1ccccn1)C(O)c1ccccc1 (centres undefined)	12	-2	-21	-1	-2	12	-7	5
NC(=O)c1ccsc1NC(=O)COC(=O)c1ccncc1	9	-9	9	8	3	3	-2	12
CCOCc1c(C(=O)NCC(c2ccco2)N2CCCC2)oc2ccccc12 (centres undefined)	6	-10	1	9	5	-6	9	12
COc1ccc(N2CCN(c3ccc(S(=O)(=O)N(C(C)C)C(C)C)cn3)CC2)cc1	13	8	3	10	-2	19	17	-6
OCc1nc2nc(Cl)c(Cl)nc2[nH]1	-4	-1	8	7	-6	6	-3	-1
CC(=O)Nc1cccc(C(=O)OCC(=O)NC2CCCCCCC2)c1	5	14	-19	1	-20	4	x	-1
Cc1ccc(OCCC(=O)Nc2ccc(C)c(F)c2)cc1	18	0	-2	8	0	-5	-33	-7
O=C(Nc1nnc(S(=O)(=O)N2CCOCC2)s1)c1ccccc1F	1	-1	3	-9	-1	-5	-6	-6
COc1ccc2c(c1OC)C(=O)OC2CC(=O)c1ccc(N(C)C)cc1 (centres undefined)	27	-1	8	-4	-3	1	-14	16
CCn1c(CCC(=O)N(C)CC(=O)Nc2cccc(F)c2)nc2cc(S(=O)(=O)N(C)C)ccc21	10	5	-9	9	-4	-3	-3	24
CC(C)CCNC(=O)CCc1nnc(Cc2c[nH]c3ccccc23)o1	6	7	-18	-5	-5	-3	7	3
O=C(Nc1ccncc1)c1ccc(Br)cc1	-8	3	1	4	-1	1	3	4
Fc1ccc(NC(=S)N2CCCC2)cc1	-12	-6	-4	8	11	19	-4	22
Cn1c(=O)n(CCc2ccccc2)c(=O)c2c1nc1n2CCCN1CCc1ccccc1	8	18	9	4	-4	6	14	10
O=C1C=C(c2ccccc2)CC(c2cccs2)C1n1cnc([N+](=O)[O-])c1 (centres undefined)	2	7	3	-18	0	4	8	-11
CC(=O)NNC(=O)CCC(=O)Nc1ccccc1	-3	-22	5	8	7	9	2	31
O=C1CN(C(=O)CSc2nnnn2-c2ccc(Cl)cc2)c2ccccc2N1	13	10	-12	11	-7	3	2	17
Cc1nc2c3ccccc3n(CC#N)c(=O)n2n1	-8	-12	-7	-1	5	-6	-2	1

Four entries from above, arranged by the number in Jurkat NFkB inh, high to low:
SMILES	Jurkat NFkB inh
CC(=O)NNC(=O)CCC(=O)Nc1ccccc1	9
Cn1c(=O)n(CCc2ccccc2)c(=O)c2c1nc1n2CCCN1CCc1ccccc1	6
O=C1C=C(c2ccccc2)CC(c2cccs2)C1n1cnc([N+](=O)[O-])c1 (centres undefined)	4
CC(C)CCNC(=O)CCc1nnc(Cc2c[nH]c3ccccc23)o1	-3

Compound activity (PubChem)
